Mtb UGM inh: M. tuberculosis UGM enzyme inhibitors, primary screen, biochemical, fluorescence polarization, single point; purified UGM, fluorescence polarization probe displacement; inhibition, % at 10 µM; 0.06% of 320,000 active; AID 504406, 2011; in the data active = inhibition above about 10%, passing the limit was not always enough; inconclusive = no clear call, values can overlap the other calls
Mtb BioA inh: M. tuberculosis BioA enzyme inhibitors, primary screen, biochemical, plate reader, single point, HTS | 0.096% of 360,000 active | inhibition, % at 9.99 µM | 7,8-diaminopelargonic acid synthase BioA (Mycobacterium tuberculosis) | purified M. tuberculosis BioA enzyme | AID 602481, 2012; in the data active = inhibition above about 40%; inconclusive = no clear call, values can overlap the other calls
GDH-TPI inh: GDH-TPI coupling enzyme inhibitors, primary screen, artefact control for M. tuberculosis FBA inhibitor project, biochemical, absorbance, full deck | 1.2% of 360,000 active | GDH-TPI coupled enzyme counterscreen, NADH absorbance | inhibition, % at 4.8 µM | AID 588335, 2011;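 also: 0% = DMSO wells and 100% = wells lacking the enzyme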
BoNT-F LC inh: BoNT/F light chain protease inhibitors, primary screen, biochemical, flow cytometry, MLPCN library; Multiplex microsphere protease cleavage assay; inhibition, % at 10 µM; Botulinum neurotoxin type F light chain protease (Clostridium botulinum); 0.22% of 360,000 active; in the data active = inhibition above about 35%, passing the limit was not always enough; inconclusive = no clear call, values can overlap the other calls; also: plate controls were buffer without enzyme for full effect and enzyme alone for no effect
DUSP3 inh: VHR1 phosphatase inhibitors, primary screen, biochemical, absorbance, uHTS | recombinant VHR phosphatase, pNPP absorbance | 0.52% of 290,000 active | Dual specificity protein phosphatase 3 (Homo sapiens), P51452 | inhibition, % at 13.3 µM; in the data active = inhibition above about 50%; also: some compounds called inactive have numbers as strong as hits
Target sequence (P51452 whole entry, looked up): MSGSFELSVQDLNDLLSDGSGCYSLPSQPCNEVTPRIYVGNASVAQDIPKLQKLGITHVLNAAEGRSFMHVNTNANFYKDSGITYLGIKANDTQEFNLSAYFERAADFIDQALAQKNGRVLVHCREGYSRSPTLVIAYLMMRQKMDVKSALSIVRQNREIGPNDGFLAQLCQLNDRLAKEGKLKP
Mtb FBA inh: Mtb FBA enzyme inhibitors, primary screen, biochemical, fluorescence, strain H37Rv; 2.3% of 360,000 active; inhibition, % at 1 µM; purified M. tuberculosis FBA, fluorescence read-out; Fructose-bisphosphate aldolase (Mycobacterium tuberculosis (strain ATCC 25618 / H37Rv)), …; in the data active = inhibition above about 27%;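 also: 0% = vehicle and 100% = reference inhibitor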
Rv3671c inh: Rv3671c serine protease inhibitors, primary screen, biochemical, fluorescence polarization, M. tuberculosis H37Rv | inhibition, % at 5.96 µM | 0.048% of 320,000 active; in the data active = inhibition above about 38%;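 also: extracellular domain of Rv3671c used as enzyme; 0% = enzyme with DMSO and 100% = no enzyme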
Target sequence (P9WHR9 whole entry, looked up, the tested form may be a part): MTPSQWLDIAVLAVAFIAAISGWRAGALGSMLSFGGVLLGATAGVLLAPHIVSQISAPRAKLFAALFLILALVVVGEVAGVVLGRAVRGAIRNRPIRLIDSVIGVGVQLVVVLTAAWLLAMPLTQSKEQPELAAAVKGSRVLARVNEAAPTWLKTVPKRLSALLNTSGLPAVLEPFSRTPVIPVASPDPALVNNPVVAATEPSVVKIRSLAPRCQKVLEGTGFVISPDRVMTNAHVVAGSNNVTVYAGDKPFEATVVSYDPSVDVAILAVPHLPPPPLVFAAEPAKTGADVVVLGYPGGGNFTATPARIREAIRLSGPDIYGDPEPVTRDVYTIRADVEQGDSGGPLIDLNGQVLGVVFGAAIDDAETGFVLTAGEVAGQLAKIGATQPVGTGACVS
MazF activator: activators of E. coli MazEF toxin-antitoxin RNase, primary screen, biochemical, fluorescence, uHTS; FAM/BHQ RNA-DNA oligo cleavage fluorescence, 5 h; AID 504720, 2011; Endoribonuclease toxin MazF (Escherichia coli (strain K12)), P0AE70; activation, % at 20 µM; 0.32% of 350,000 active; in the data active = activation above about 50%
Target sequence (P0AE70 whole entry, looked up): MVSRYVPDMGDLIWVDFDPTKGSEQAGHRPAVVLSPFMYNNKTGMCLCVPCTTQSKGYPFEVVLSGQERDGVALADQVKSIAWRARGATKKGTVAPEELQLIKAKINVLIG
FadD28 FP inh: inhibitors of FadD28 bisubstrate probe binding, primary screen, biochemical, fluorescence polarization, single point | 0.22% of 360,000 active | inhibition, % at 12.5 µM | Mycobacterium tuberculosis FadD28 fatty-acid-AMP ligase | AID 588549, 2011; in the data active = inhibition above about 8.5%, passing the limit was not always enough; inconclusive = no clear call, values can overlap the other calls
CCHF vOTU inh: CCHFV vOTU protease inhibitors, primary screen, biochemical, Pep-AMC substrate, fluorescence; Crimean-Congo hemorrhagic fever virus L polyprotein viral ovarian tumor (vOTU) protease …; inhibition, % at 11.5 µM; 0.55% of 370,000 active; also: 0% = vehicle wells with enzyme and 100% = no enzyme wells
* marks the source's active call; other numbers are inactive results; ? = inconclusive; · = no result given; + = active, no number. Rule as the data show it, unless noted: active = inhibition above about 30%; inactive = the rest.

SMILES	Mtb UGM inh	Mtb BioA inh	GDH-TPI inh	BoNT-F LC inh	DUSP3 inh	Mtb FBA inh	Rv3671c inh	MazF activator	FadD28 FP inh	CCHF vOTU inh
O=Cc1ccc(OC(=O)CCCCC(=O)Oc2ccc(C=O)cc2)cc1	-0.1	0.8	5	8	-2	-2	0	-3	·	-7
COC(=O)c1ccc2nc(C3CCCCC3)c(Cc3cccc(F)c3)n2c1	·	-3.1	·	-4	·	-1	·	·	-3.2	12
O=[N+]([O-])c1ccc(Cl)cc1P(=O)(O)c1cc(Cl)ccc1[N+](=O)[O-]	·	·	3	-7	·	-4	·	3	-2.9	-6
CC1CCCN(C(=O)Cn2c(=O)oc3ccccc32)C1 (stereo not drawn)	0.1	·	1	5	15	-2	-3	-3	0.7	-10
COc1ccc(NC(=O)CCNC(=O)Cn2cnc3ccccc3c2=O)cc1OC	-0.5	-1.4	8	-23	36	2	0	0	-3.3	-3
Cc1ccccc1Cn1c2ccccc2c2cnn(CC(=O)NCc3ccccn3)c(=O)c21	-0.6	-1.5	7	-6	-4	4	-2	1	-4.7	-13
O=C(COc1ccccc1F)NCc1ccc(-n2cccc2)cc1	0.4	·	6	-12	12	0	6	2	-3.5	-8
Cc1cc2cc(C(c3nnnn3Cc3ccco3)N3CCc4ccccc43)c(=O)[nH]c2cc1C (stereo not drawn)	-0.6	·	26	-12	-20	0	4	79*	-1.3	2
Cc1ccc(NC(=O)c2ccsc2)cc1NS(C)(=O)=O	3.9	·	-2	?	3	0	1	0	-0.9	·
O=C(Nc1cccc(-c2nn[nH]n2)c1)c1cccs1	1.2	2.1	-3	-4	5	0	-5	0	-5.7	-4
Cc1ccc(CN2C(=O)NC(=O)C3(Cc4c(nc5ccccn5c4=O)N4CCCCCC43)C2=O)cc1 (stereo not drawn)	1.4	2.5	10	4	3	5	-10	7	-0.8	-7
COc1ccc(OC)c(C2C(C(N)=O)=C(C)Nc3nc(-c4cccc(Cl)c4)nn32)c1 (stereo not drawn)	-1.7	-3.0	-4	-5	3	2	1	6	-2.1	0
COC(=O)CSc1nc2cc3c(cc2cc1C)OCCO3	2.3	-1.8	28	-1	8	0	0	0	-4.2	7
COc1ccc(CNC(=O)CCCSc2ccccc2)cc1	-0.6	-0.3	-7	2	14	1	5	3	-0.9	9
COCC(=O)N/N=C(\C)CC(=O)NCc1ccco1	-2.7	1.3	9	-1	22	-1	-1	3	0.4	-2
O=C(CCN1C(=O)/C(=C/c2ccc(F)cc2)SC1=S)NCCCn1ccnc1	-0.6	-1.6	10	-1	11	-3	-34	14	-4.3	-2
O=C(CCCCCNC(=O)N1CCn2c1nc1ccccc12)NCc1ccccc1Cl	0.6	-0.8	2	-9	11	-1	-3	2	-0.3	2
Cc1nnsc1C(=O)N/N=C/c1ccc2ccccc2c1O	-1.5	·	18	-10	14	-19	30	-27	-3.1	6
CC1(C(=O)NC2CCCCC2)CCC(=O)N1CC(F)(F)F (stereo not drawn)	·	-2.0	·	5	·	0	·	·	-2.8	-3
Cc1ccc(-n2nnnc2-c2nc3ccccc3s2)cc1	2.0	·	10	-6	8	3	4	25	-3.5	6
CCCCOC(=O)CSC1=C(C#N)C(c2cccnc2)C(C(=O)OCC)=C(c2ccccc2)N1 (stereo not drawn)	-0.2	·	6	-1	14	6	-16	-3	-2.5	21
CCCCC(c1nnnn1CC1CCCO1)N1CCN(c2ccccc2)CC1 (stereo not drawn)	1.5	·	-1	1	7	1	2	9	-0.1	6
CCc1ccc(N2CN=c3s/c(=C\c4ccccc4)c(=O)n3C2)cc1	-1.1	-1.2	35*	-16	8	0	1	-3	-3.4	1
O=c1cc(CN2CCN(c3ccc(F)cc3)CC2)nc2sccn12	2.8	0.7	14	5	13	3	6	6	-0.8	4
CCc1ccccc1NC(=O)CNCc1ccccc1	0.2	·	-1	3	10	-4	1	1	-2.3	-9
O=S(=O)(/C=C/c1ccccc1)NC1CCCCCCC1	2.3	·	8	-3	4	-3	-3	-5	-1.3	11
COc1ccc(Nc2nc(C)cc(C)c2C(N)=O)c(OC)c1	-0.6	-1.7	0	5	-13	-4	-3	-4	-2.7	-4
O=C(Cn1ccnc1)c1ccc(O)c(O)c1	2.1	-1.3	10	2	·	6	5	9	-0.1	-11
CCC(C)NC(=O)Cn1cc2c(n1)CCC(C)C2 (stereo not drawn)	0.6	-6.9	0	-5	6	3	5	-6	0.4	-5
Cc1ccc2nc(C3CCCCC3)[nH]c2c1	-0.3	1.7	8	?	-10	1	0	-6	-3.1	-6
Oc1ccc(C(=S)N2CCCCC2)cc1Cl	0.3	-1.9	2	-6	0	0	1	-6	-3.3	4
N#Cc1nc(-c2cccs2)oc1NCCc1ccccc1	1.1	·	15	0	15	+	6	3	0.2	-200
CCOC(=O)N1CCN(S(=O)(=O)c2cc(OCC(N)=O)c(C)cc2Cl)CC1	-1.6	-0.2	1	·	-19	-2	1	-3	-0.8	-3
COc1ccccc1-c1ccc(Nc2cccc(C(F)(F)F)c2)nn1	-1.5	-1.5	6	-12	9	-2	-7	11	-0.2	-5
COC(=O)C1=C(c2ccc(OC(F)(F)F)cc2)C[C@@H]2CC[C@H]1N2C(=O)N1CCC(C)CC1	0.8	1.5	3	4	·	-2	6	1	-1.6	28
Cn1c(N)c(C(=O)COC(=O)COc2ccccc2Cl)c(=O)n(C)c1=O	·	2.1	-4	5	·	3	·	-1	-3.5	0
Clc1ccc(COn2ccnc2)cc1Cl	·	·	4	-6	38	6	·	3	-1.9	1
CN(C)S(=O)(=O)c1ccc(N2CCCC2)c(C(=O)OCC(=O)N2CCN(c3ccccc3)CC2)c1	-1.7	·	6	6	·	3	-7	1	-1.8	-5
CCC1CN(C(=O)NCc2cccc(OC)c2)c2ccccc2O1 (stereo not drawn)	-1.2	1.0	3	1	-3	68*	·	-4	-3.3	-3
CC(=O)Nc1ccc(OCC(O)CN2CCN(S(=O)(=O)c3ccc(NC(C)=O)cc3)CC2)cc1 (stereo not drawn)	0.5	-0.7	10	-5	-15	2	-5	-6	-1.7	-11
OC(c1cccc(Cl)c1)c1nc(-c2cnc3ccccc3c2)cs1 (stereo not drawn)	·	-1.3	16	-4	·	4	·	·	-2.8	-5
Cn1c(SCC(=O)NC2CC2)nnc1-c1ccccn1	0.4	0.1	9	-11	0	7	2	-2	-0.5	-6
Cc1nc(NC(=O)CSc2nnnn2Cc2ccccc2)sc1C	1.6	0.4	-4	-30	4	3	-3	-7	0.3	5
O=C(Cn1c(C(F)(F)F)nc2ccccc21)N=Nc1c(O)[nH]c2ccc(Br)cc12	4.1	-0.8	1	-2	33	1	0	-4	0.2	8
Cc1ccc(S(=O)(=O)Oc2ccc(/C=C(/NC(=O)c3ccccc3)C(=O)NC(C)C(=O)O)cc2)cc1 (stereo not drawn)	-0.8	·	1	-12	3	-4	6	-2	-5.1	3
CCOCCCNC(=O)C(NC(=O)c1ccc2c(c1)OCO2)c1ccccc1 (stereo not drawn)	-3.0	-3.8	13	-13	5	3	5	3	-1.1	8
O=P(c1ccccc1)(c1ccccc1)c1cc(S(=O)(=O)O)ccc1O	3.1	·	-3	-14	34	2	·	-6	-1.1	-11
Nc1nonc1C(=O)NCCNC(=O)c1ccc(Cl)cc1	1.2	-1.2	0	-10	7	0	-2	4	0.3	2
C=CCNC(=S)Nc1cc(Cl)ccc1OC	0.7	·	2	-2	-3	-1	-5	-1	-1.7	3
CCC(C)n1c(SCC(=O)Nc2ccc3[nH]c(=O)[nH]c3c2)nc2ccccc2c1=O (stereo not drawn)	0.4	0.6	-1	4	·	1	9	-4	-6.5	11
O=CN1CCN(C=O)C(O)C1O (stereo not drawn)	·	·	-5	2	·	1	·	16	0.0	-11
Cn1nnc2sc3c(c2c1=O)CCCC3	1.0	-5.0	28	-5	30	-2	2	-2	0.2	6
CC1=CC2=NC(=O)CC(C)(C(=O)N(CC(=O)NC(C)(C)C)C3CCCC3)N2C=C1 (stereo not drawn)	-1.3	-1.3	2	-8	15	9	-6	0	-0.9	-4
CC(=O)c1c(C)[nH]c(C(=O)CSc2nnc(-c3ccc(Cl)cc3)n2CC2CCCO2)c1C (stereo not drawn)	3.4	2.9	7	-11	-13	0	-6	2	-2.8	19
COc1ccccc1C(=O)NNC(=O)c1ccc(O)cc1	·	-2.3	-2	-7	·	-1	·	-8	-2.2	-4
O=C(CCCN1C(=O)/C(=C\c2ccccc2)SC1=S)N1CCOCC1	-0.4	-0.3	14	1	·	-2	2	6	-0.1	5
O=C(CSc1nncs1)Nc1ccc(N2CCCCC2)cc1	-0.4	12	5	-7	·	-4	3	0	-2.2	-8
CCCN1C(=O)C(=O)N(CC(=O)N2c3ccccc3NC(=O)CC2C)C1=O (stereo not drawn)	·	0.5	-4	3	·	-3	·	9	-3.8	-1

Two entries from above, as labelled records.
O=CN1CCN(C=O)C(O)C1O (stereo not drawn)
  Mtb UGM inh: ·	Mtb BioA inh: ·	GDH-TPI inh: -5	BoNT-F LC inh: 2	DUSP3 inh: ·	Mtb FBA inh: 1	Rv3671c inh: ·	MazF activator: 16	FadD28 FP inh: 0.0	CCHF vOTU inh: -11

Cn1nnc2sc3c(c2c1=O)CCCC3
  Mtb UGM inh: 1.0	Mtb BioA inh: -5.0	GDH-TPI inh: 28	BoNT-F LC inh: -5	DUSP3 inh: 30	Mtb FBA inh: -2	Rv3671c inh: 2	MazF activator: -2	FadD28 FP inh: 0.2	CCHF vOTU inh: 6

Grouped by structure, the compounds so far with an aryl thioether with sulfur outside any ring.
SMILES	Mtb UGM inh	Mtb BioA inh	GDH-TPI inh	BoNT-F LC inh	DUSP3 inh	Mtb FBA inh	Rv3671c inh	MazF activator	FadD28 FP inh	CCHF vOTU inh
COC(=O)CSc1nc2cc3c(cc2cc1C)OCCO3	2.3	-1.8	28	-1	8	0	0	0	-4.2	7
COc1ccc(CNC(=O)CCCSc2ccccc2)cc1	-0.6	-0.3	-7	2	14	1	5	3	-0.9	9
Cn1c(SCC(=O)NC2CC2)nnc1-c1ccccn1	0.4	0.1	9	-11	0	7	2	-2	-0.5	-6
Cc1nc(NC(=O)CSc2nnnn2Cc2ccccc2)sc1C	1.6	0.4	-4	-30	4	3	-3	-7	0.3	5
CCC(C)n1c(SCC(=O)Nc2ccc3[nH]c(=O)[nH]c3c2)nc2ccccc2c1=O (stereo not drawn)	0.4	0.6	-1	4	·	1	9	-4	-6.5	11
CC(=O)c1c(C)[nH]c(C(=O)CSc2nnc(-c3ccc(Cl)cc3)n2CC2CCCO2)c1C (stereo not drawn)	3.4	2.9	7	-11	-13	0	-6	2	-2.8	19
O=C(CSc1nncs1)Nc1ccc(N2CCCCC2)cc1	-0.4	12	5	-7	·	-4	3	0	-2.2	-8

Assay outcomes as filed in PubChem BioAssay.
